# Tau FP inhib: blocks human tau fibril formation measured by polarization | K18 P301L tau heparin fibrillization, Alexa594 FP, 6 h | AID 1468 | Potency, µM (highest dose often 57.7 µM), inactives show at the top dose activity, negative = inhibition, most hits filed as inhibitors | 280,000 tested, 0.39% active; also: nearly all actives have a fitted effect of over 55% in size
# Target sequence (P10636 561-689 P618L limits assumed): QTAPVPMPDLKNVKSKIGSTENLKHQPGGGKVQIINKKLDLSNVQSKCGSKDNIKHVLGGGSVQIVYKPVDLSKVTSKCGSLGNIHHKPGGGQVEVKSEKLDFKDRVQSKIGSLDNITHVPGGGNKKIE
#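 Quantitative HTS format: compounds meet 15 uM recombinant K18 P301L tau and Alexa 594-tau tracer in 100 mM sodium acetate pH 7; 20 uM heparin triggers fibrillization at 37 C over 6 hr; FP gives the signal.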
# Tau fluor counter: counter-screen for tau fibril formation inhibitors; tau K18 P301L Alexa594 fluorescence, heparin fibrillization; Potency, µM (titrated, usually from 57.7 µM), for the others: at the highest dose activity change, negative = decrease; 280,000 tested, 0.93% active; AID 1463; also: nearly all actives have a fitted effect of over 55% in size
#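 Human tau K18 P301L (15 uM unlabeled, 0.24 uM Alexa 594-labeled) in 100 mM sodium acetate pH 7 with 20 uM heparin, 6 hr at 37 C. ThT 30 uM added, 1 hr ambient; Alexa 594 FP and total fluorescence read at 555/632 nm.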
# TRb SRC2 PPI: TRbeta-SRC2 interaction inhibition; 280,000 tested, 0.065% active; P10828; AID 1469; Potency, µM (highest dose often 106 µM), for the others: top-dose activity change, negative = inhibition, hits mostly inhibitors; TRbeta-SRC2 peptide binding, fluorescence polarization; receptor liganded with 1 µM T3;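 also: plate controls were bound peptide for no effect and peptide without receptor for full effect; nearly all actives have a fitted effect of over 50% in size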
#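 Assay buffer: 20 mM Tris-HCl, 100 mM NaCl, 10% glycerol, 1 mM EDTA, 0.01% NP-40, 1 mM DTT, 1 uM T3, 5% DMSO; TRb LBD 0.6 uM, Texas Red SRC2 20 nM; FP after 5 hr.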
# L3MBTL1 block: inhibitors of human L3MBTL1; Q9Y468; AlphaScreen L3MBTL1–H3K9me1 peptide binding; Potency, µM (series often up to 57.1 µM), for inactives: at the top dose activity, negative = inhibition, most hits filed as inhibitors; 230,000 tested, 0.66% active; AID 485360; also: nearly all actives have a fitted effect of over 60% in size
#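 L3MBTL1 (50 nM) pre-complexed 30 min with biotinylated H3(1-15)K9me1 peptide (75 nM), then compounds added for 30 min at room temperature; AlphaScreen streptavidin donor/nickel chelate acceptor beads (10 ug/mL final) read after 30 min dark incubation.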
# Tau ThT inhib: blocks human tau fibril formation measured by thioflavin T; recombinant tau K18 P301L, heparin-induced fibrillization, ThT fluorescence; Potency, µM (series often up to 57.4 µM), without a hit: at the top dose activity, negative = inhibition, actives largely listed as inhibitors; 270,000 tested, 2.1% active; AID 1460; also: nearly all actives have a fitted effect of over 55% in size
#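 Fibril formation assay: tau K18 P301L at 15 uM with trace Alexa 594 label, heparin inducer 20 uM, pH 7 sodium acetate buffer, 37 C for 6 hr; endpoint ThT signal.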
# ALDH1A1 inh: ALDH1A1 (human) enzyme inhibition; P00352; Purified ALDH1A1, NADH fluorescence, propionaldehyde substrate; Potency, µM (titrated, usually from 75.3 µM), for inactives: at the top dose activity, negative = inhibition, most hits filed as inhibitors; 220,000 tested, 7.3% active; AID 1030; active = well fitted inhibition curve with a large enough effect, not every such curve was filed as active; inconclusive = small, poorly fitted or top-dose-only effect, or another doubt; inactive = no such curve, though single readings can be large or run the other way;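 also: plate controls were no enzyme wells and a reference inhibitor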
# Target sequence (P00352 whole entry, looked up): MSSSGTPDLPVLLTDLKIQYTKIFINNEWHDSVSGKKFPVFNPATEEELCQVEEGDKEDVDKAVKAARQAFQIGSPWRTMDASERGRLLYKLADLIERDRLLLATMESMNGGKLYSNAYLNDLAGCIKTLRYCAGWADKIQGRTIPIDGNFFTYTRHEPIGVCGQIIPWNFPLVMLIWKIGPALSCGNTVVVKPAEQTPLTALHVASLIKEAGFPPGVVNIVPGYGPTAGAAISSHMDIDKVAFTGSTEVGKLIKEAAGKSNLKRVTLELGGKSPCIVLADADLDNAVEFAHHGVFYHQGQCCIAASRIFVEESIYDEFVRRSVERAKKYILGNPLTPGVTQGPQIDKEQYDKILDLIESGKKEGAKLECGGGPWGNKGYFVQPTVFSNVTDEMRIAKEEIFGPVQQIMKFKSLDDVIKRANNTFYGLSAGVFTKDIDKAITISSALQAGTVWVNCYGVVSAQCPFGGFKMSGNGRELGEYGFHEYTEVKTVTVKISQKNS
# TexasRed fluor: counter-screen for TRb-SRC2 inhibitors: fluorescence interference; Potency, µM (highest dose often 106 µM), without a hit: at the top dose fluorescence change, negative = quenching; AID 1479; TRb/SRC2 Texas Red total fluorescence interference; 280,000 tested, 0.29% active; active = well fitted curve in either direction with a large enough effect; inconclusive = small, poorly fitted or top-dose-only effect
#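 Flags fluorescent or light-absorbing compounds by total fluorescence, S + 2P, at 555 nm excitation and 632 nm emission. Mixture: 20 nM Texas Red SRC2 peptide, 0.6 uM human TRb LBD, 1 uM T3, 5% DMSO; compound exposure 5 h at ambient temperature.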
# aGal spleen mod: inhibitors or activators of human alpha-galactosidase in spleen homogenate; P06280; human spleen homogenate, 4MU-alpha-Gal fluorescence, 40 min; Potency, µM (titrated, usually from 80 µM), inactives show at the highest dose activity change, negative = inhibition, most hits filed as inhibitors; 240,000 tested, 0.008% active; AID 2107;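 also: 0% = enzyme with vehicle and -100% = no enzyme basal signal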
# Target sequence (P06280 32-429 limits assumed): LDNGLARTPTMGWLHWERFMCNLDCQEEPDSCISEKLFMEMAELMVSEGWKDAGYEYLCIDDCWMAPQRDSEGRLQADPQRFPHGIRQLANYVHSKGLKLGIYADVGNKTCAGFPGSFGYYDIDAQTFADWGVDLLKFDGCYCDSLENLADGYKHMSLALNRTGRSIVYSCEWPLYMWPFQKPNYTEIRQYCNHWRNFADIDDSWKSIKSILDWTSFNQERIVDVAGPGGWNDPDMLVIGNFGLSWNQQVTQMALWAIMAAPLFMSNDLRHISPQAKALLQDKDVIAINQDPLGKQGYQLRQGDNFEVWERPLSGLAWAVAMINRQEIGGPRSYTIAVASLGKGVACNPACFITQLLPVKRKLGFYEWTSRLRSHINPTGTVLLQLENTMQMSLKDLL
#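 Human spleen homogenate (1 ug) as enzyme source, 4-methylumbelliferyl-alpha-D-galactopyranoside 1 mM final, citrate/phosphate pH 5.0 with 0.01% Tween-20. Compounds 40 min at 37C, NaOH/glycine stop; fluorescence Ex 365/Em 440, Hill-fit AC50.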
# The depositor's hits bear a star; u = inconclusive; x = not tested or not shown; & = joins results of further samples; [ ] = another dose, or the depositor's remark. Unless noted, calls follow the shape of the dose curve; as a rule, active = well fitted curve in the direction sought with a large enough effect; inconclusive = small, poorly fitted or top-dose-only effect, or another doubt; inactive = no such curve, though single readings can be large; an effect the other way counts as inactive or inconclusive. Unless noted, % is scaled to controls: 0 for no effect and ±100 for the full control effect; potency is read from the fitted curve at half-maximal effect.
SMILES,Tau FP inhib,Tau fluor counter,TRb SRC2 PPI,L3MBTL1 block,Tau ThT inhib,ALDH1A1 inh,TexasRed fluor,aGal spleen mod
CS(=O)(=O)N1N=C(c2ccco2)CC1c1ccccc1Cl (stereo unspecified),-3%,-14%,-2%,-6%,-14%,x,-4%,13%
CCCNC(=O)c1nc(C)n(-c2cc(Cl)cc(Cl)c2)n1,3%,-3%,6%,-4%,-5%,-2%,-4%,4%
Cn1nc(-c2ccc(Cl)cc2)cc1NC(=O)CC(C)(C)CC(=O)O,-5%,-9%,-2%,1%,-19%,-2%,-4%,1%
COc1ccc(CNC(=O)c2cccc(-n3cnc4cccnc43)c2C)cc1,9%,5%,3%,x,2%,x,1%,x
O=C(CSc1ccccc1)N/N=C/c1ccccc1O,-5%,-15%,-4%,10%,1%,-9%,-2%,-1%
CC(C)Sc1nc2ccsc2c(=O)[nH]1,-8%,-4%,5%,9%,-6%,1%,0%,1%
O=C(CN(C(=O)C1COc2ccccc2O1)c1ccccc1)NCC1CCCO1 (stereo unspecified),4%,7%,4%,4%,11%,-1%,-2%,2%
COc1cc2cc(Oc3ccc4ccc(=O)oc4c3)c(=O)oc2cc1OC(C)=O,-3%,4%,-6%,1%,-4%,-4%,0%,-1%
CCOc1ccccc1Nc1ncnc2c1cnn2-c1ccc(C)cc1,-8%,-24%,2%,x,-8%,x,-1%,x
COc1ccccc1CNc1nc2ccccc2c2nc(-c3cccc(C)c3)nn12,u,u,-13%,x,-18%,x,u,x
O=C(O)[C@@H](O)[C@@H](O)[C@@H](O[C@H]1O[C@@H](CO)[C@@H](O)[C@@H](O)[C@@H]1O)[C@@H](O)CO,x,x,-4%[53 µM],x,x,10%[20.9 µM],1%[53 µM],-3%[29.1 µM]
Cn1c(SCC(=O)Nc2ccc3nc(SCC(=O)NC4CC4)sc3c2)nnc1-c1ccccc1,-11%,-11%,-11%,-1%,u,10µM*,-3%,-1%
Cc1c(Cl)cccc1NC(=S)NCCc1ccc(S(N)(=O)=O)cc1,3%,-2%,-4%,-12%,6%,9%,-2%,0%
CCNC(=S)NNC(=O)Nc1ccccc1,-5%,-4%,-1%,x,-1%,-8%,0%,-4%
CCCCCCCCCCCCCCCC(=O)NCCc1ccc(O)c(O)c1,12%&10%,-19%&-18%,-4%&-7%,x,-19%&-9%,8%&-5%,-2%&-3%,4%&-1%
CO/N=C/c1ccc(N2CCN(C(=O)c3ccc(Cl)cc3Cl)CC2)c([N+](=O)[O-])c1,11%,-21%,-2%,-24%,u,0%,-4%,6%
O=C(NC(C(=O)c1ccccc1)n1ccc(=O)[nH]c1=O)c1ccccc1 (stereo unspecified),3%,5%,2%,x,1%,-11%,-3%,0%
CCCCC(CC)COCC1CO1 (stereo unspecified),x,x,-3%,x,x,13µM*,-2%,10%
CCN1CCCc2cc(CN(CCN3CCOCC3)C(=S)Nc3ccc(OC)c(Cl)c3)ccc21,6%,-15%,2%,-8%,-12%,18µM*,0%,6%
CCN(CC)C(=O)CSc1nc2ccccc2c(=O)n1CCC(=O)N1CCN(c2ccccc2)CC1,6%,0%,-2%,x,-10%,-7%,-3%,1%
CC1(C)CCCN(C(=O)c2coc(=O)c(Br)c2)C1,5%,1%,-11%,6.3µM*,-15%,u,-7%,u
CC[C@@H]1O[C@]2(C=C[C@@H]1C)C[C@H]1C[C@H](CC=C(C)[C@@H](O[C@@H]3C[C@H](OC)[C@H](O[C@@H]4C[C@H](OC)[C@H](O)[C@H](C)O4)[C@H](C)O3)[C@@H](C)C=CC=C3CO[C@@H]4[C@@H](O)C(C)=C[C@@H](C(=O)O1)[C@]34O)O2,x,x,5%[53 µM],x,x,-3%[20.9 µM],-1%[53 µM],-2%[29.1 µM]
Cc1ccc(S(=O)(=O)c2nnn3c2nc(NCc2ccccc2Cl)c2sccc23)cc1,u,-14%,3%,x,10%,x,-3%,x
Cn1c(=O)c2c(nc(N/N=C/c3ccco3)n2C)n(C)c1=O,9%,13%,1%,-8%,8%,7%,-3%,4%
Cc1sc2ncnc(SCc3ccco3)c2c1C,-10%,-8%,1%,15%,-15%,-1%,-6%,3%

# More results.
SMILES,Tau FP inhib,Tau fluor counter,TRb SRC2 PPI,L3MBTL1 block,Tau ThT inhib,ALDH1A1 inh,TexasRed fluor,aGal spleen mod
CCc1ccccc1NS(=O)(=O)c1ccc2[nH]cc(C(=O)NC3CCCC3)c(=O)c2c1,13µM*,u,-4%&4%,-7%,6%&2%,20µM*,-1%&-3%,2%
CCOc1ccc(N(CC(=O)NCc2ccc(OC)cc2)S(=O)(=O)c2c(C)noc2C)cc1,-2%,-4%,7%,4%,4%,-6%,1%,-2%
NC(=O)CSc1nnnn1-c1ccc(OC(F)(F)F)cc1,14%,-8%,-5%,-8%,-12%,5%,-1%,2%
C[C@]12CCC(=O)C=C1CC[C@@H]1[C@@H]2[C@@H](O)C[C@@]2(C)[C@H]1CC[C@]2(O)C(=O)COC(=O)CCC(=O)O,-6%&8%&0%,-8%&-4%&-3%,-6%&-1%&0%,3%&1%,-11%&-10%&-6%,-12%&-7%&5%,-6%&-4%&-3%,-10%&3%&5%
CCCCCn1c(=O)[nH]c2cc(C(=O)NCCc3ccc(OC)c(OC)c3)ccc2c1=O,-9%,-9%,-14%,x,-19%,-4%,0%,9%
COc1ccc(Cl)cc1NC(=O)CN(C)C1CCCCC1,-7%,-4%,-4%,12%,1%,0%,-1%,13%
OCc1cnc(SCc2ccccc2F)n1Cc1ccc(F)cc1,-8%,-1%,2%,x,4%,x,-6%,x
CNc1ccccc1C(=O)OC,3%,3%,-2%,x,0%,x,3%,8%
COc1cc(/C=C2\C(=O)N(CCC#N)N=C2C)ccc1OCC(=O)Nc1ccccc1,7%,15%,-22%,-15%,-5%,13µM*,-3%,-1%
CN(C)c1ccc(/C=N/NC(=O)c2cc(=O)[nH]c3ccccc23)cc1,7%,-1%,2%,6%,-12%,u,2%,2%
CCCSC1=C(C#N)C(c2ccccc2C)C(C(=O)OC)C(=O)N1 (stereo unspecified),3%,-5%,-4%,-1%,-6%,-13%,0%,12%
COc1ccc(-c2c3c(nc4sc(C(=O)Nc5ccccc5F)c(N)c24)CC(C)(C)CC3=O)cc1,-13%,-16%,6%,x,-4%,x,-2%,x
CCOC(=O)C1=C(N)OC2=C(C(=O)CCC2)C1c1ccccc1OCC (stereo unspecified),-15%,-8%,1%,-9%,u,u,-6%,-2%
Cc1ccsc1CNC1C2CC3CC(C2)CC1C3 (stereo unspecified),5%,-9%,-4%,8%,-1%,5%,0%,0%
CCCn1nc(NC(=O)c2cccs2)c2cc3ccc(C)cc3nc21,u,-28%,-4%,66%[activator],-15%,u,-1%,-4%
N#Cc1c(NC(=O)CSc2ncn[nH]2)sc2c1CCCCC2,-13%,-28%,11%,-6%,-16%,u,-1%,3%
O=C(CN1CCN(c2ccc(Cl)cc2)CC1)N1CCCC1,0%,-4%,-2%,x,-12%,-1%,1%,5%
CC(=O)NNC(=S)Nc1cccc(F)c1,11%,-4%,3%,7%,-4%,x,-2%,5%
CCCCN(CCCC)C(=O)c1ccccc1NC(=O)CN1C(=O)c2ccccc2C1=O,-6%,-7%,-9%,x,-6%,-7%,-1%,11%
CCOc1ccc(CC(=O)NNC(=S)NC)cc1,-2%,5%,-4%,8%,1%,x,-3%,2%
O=C(O)c1ccc2c(=O)[nH]c(CCl)nc2c1,8%,2%,-2%,-1%,-10%,-6%,-1%,-2%
Cc1[nH]c2ccccc2c1C(=O)CN1C(=O)NC(C)(c2ccc(Cl)cc2Cl)C1=O (stereo unspecified),-2%,1%,-7%,-3%,6%,u,-3%,0%
CC[C@@H](C)C(N)c1cn([C@@H](CCC(=O)O)C(=O)N2CCNCC2)nn1 (stereo partly specified),3%,1%,-2%,23%,-5%,-2%,-1%,9%
O=C(N/N=C/c1ccc(O)cc1)c1ccc(COc2cc(Cl)ccc2Cl)o1,-3%,u,1%,-5%,u,u,0%,5%
O=C(O)CC(C(=O)O)N1C(=O)/C(=C/C=C/c2ccco2)SC1=S (stereo unspecified),u,-22%,1%,1.1µM*,13µM*,x,u,-3%

# Structures listed so far that contain an aryl thioether with sulfur outside any ring (8):
SMILES,Tau FP inhib,Tau fluor counter,TRb SRC2 PPI,L3MBTL1 block,Tau ThT inhib,ALDH1A1 inh,TexasRed fluor,aGal spleen mod
O=C(CSc1ccccc1)N/N=C/c1ccccc1O,-5%,-15%,-4%,10%,1%,-9%,-2%,-1%
CC(C)Sc1nc2ccsc2c(=O)[nH]1,-8%,-4%,5%,9%,-6%,1%,0%,1%
Cn1c(SCC(=O)Nc2ccc3nc(SCC(=O)NC4CC4)sc3c2)nnc1-c1ccccc1,-11%,-11%,-11%,-1%,u,10µM*,-3%,-1%
CCN(CC)C(=O)CSc1nc2ccccc2c(=O)n1CCC(=O)N1CCN(c2ccccc2)CC1,6%,0%,-2%,x,-10%,-7%,-3%,1%
Cc1sc2ncnc(SCc3ccco3)c2c1C,-10%,-8%,1%,15%,-15%,-1%,-6%,3%
NC(=O)CSc1nnnn1-c1ccc(OC(F)(F)F)cc1,14%,-8%,-5%,-8%,-12%,5%,-1%,2%
OCc1cnc(SCc2ccccc2F)n1Cc1ccc(F)cc1,-8%,-1%,2%,x,4%,x,-6%,x
N#Cc1c(NC(=O)CSc2ncn[nH]2)sc2c1CCCCC2,-13%,-28%,11%,-6%,-16%,u,-1%,3%

# Part of the list above, as tab-separated lines.
mol	Tau FP inhib	Tau fluor counter	TRb SRC2 PPI	L3MBTL1 block	Tau ThT inhib	ALDH1A1 inh	TexasRed fluor	aGal spleen mod
CCCn1nc(NC(=O)c2cccs2)c2cc3ccc(C)cc3nc21	u	-28%	-4%	66%[activator]	-15%	u	-1%	-4%
COc1ccc(-c2c3c(nc4sc(C(=O)Nc5ccccc5F)c(N)c24)CC(C)(C)CC3=O)cc1	-13%	-16%	6%	x	-4%	x	-2%	x
